IDH1 R132H inh: human IDH1 R132H inhibition | O75874 | IDH1-R132H enzyme, NADPH consumption, diaphorase/resazurin fluorescence | Potency, µM (series often up to 76.6 µM), inactives show top-dose activity change, negative = inhibition, actives largely listed as inhibitors | 0.093% of 390,000 active; further: potency means the concentration at half of the fitted maximal effect; on the % scale 0 is the no-effect control and ±100 the full control effect; nearly all actives have a fitted effect of over 65% in size
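IDH1-R132H (0.5 ug/mL dispensed) in pH 7.5 Tris buffer was preincubated 30 min with compound, then given a substrate mix of 0.016 mM NADPH and 2 mM alpha-KG for 80 min at room temperature; remaining NADPH was read by diaphorase/resazurin fluorescence.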
rTrxR1 inhibitor: inhibitors of rat thioredoxin reductase 1. recombinant rTrxR1, NADPH fluorescence consumption, selenite substrate. Potency, µM (series often up to 114 µM), for inactives: at the top dose activity change, negative = inhibition, most hits filed as inhibitors. 1% of 390,000 active; further: potency means the concentration at half of the fitted maximal effect; on the % scale 0 is the no-effect control and ±100 the full control effect; nearly all actives have a fitted effect of over 65% in size
Target sequence (O89049 whole entry, looked up): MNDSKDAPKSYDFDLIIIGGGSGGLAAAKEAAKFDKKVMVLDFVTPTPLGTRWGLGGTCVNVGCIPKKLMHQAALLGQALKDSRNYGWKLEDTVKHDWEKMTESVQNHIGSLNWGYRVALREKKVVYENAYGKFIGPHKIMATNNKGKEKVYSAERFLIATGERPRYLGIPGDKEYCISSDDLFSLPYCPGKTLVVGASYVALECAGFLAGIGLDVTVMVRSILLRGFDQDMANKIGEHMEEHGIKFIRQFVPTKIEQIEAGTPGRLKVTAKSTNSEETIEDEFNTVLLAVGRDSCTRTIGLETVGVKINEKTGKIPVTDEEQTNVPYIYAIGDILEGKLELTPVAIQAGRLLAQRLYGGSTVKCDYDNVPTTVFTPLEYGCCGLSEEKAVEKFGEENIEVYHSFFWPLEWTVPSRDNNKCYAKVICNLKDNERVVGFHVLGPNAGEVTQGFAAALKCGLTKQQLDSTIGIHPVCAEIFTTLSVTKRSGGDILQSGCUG
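Rat TrxR1 (90 nM in the dispensed reagent) was pre-reduced with 400 uM NADPH for 5 min at room temperature, then incubated with compound for 15 min. After 400 uM selenite was added, NADPH fluorescence (Ex 340/Em 450 nm) was followed for 8 min.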
D2 ag: agonists of human D2 dopamine receptor; P14416; 0.53% of 340,000 active; activation, % at 2 µM; HEK293 T-REx D2 cells, calcium flux agonist mode;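 active means activation over 3 SD above normal in the single-dose calcium agonist read, cut at about 30% in these data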; further: 0% is about no effect
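In this primary screen, compounds producing a positive calcium signal within 180 s of addition to tetracycline-induced, force-coupled HEK293 Trex D2 cells are flagged; cells are dye-loaded with a no-wash calcium kit beforehand.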
D2 antag: antagonists of human D2 dopamine receptor | HEK293 TREx D2 cells, calcium flux, dopamine EC80 | AID 485344 | 2% of 340,000 active | inhibition, % at 10 µM; in the data active means inhibition above about 30%; further: 0% is about no effect
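In this primary screen, negative modulation is detected by tracking calcium flux after an EC80 dopamine challenge in inducible HEK293 T-REx D2 cells preexposed to test compound for 180 s.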
USP1-UAF1 inh: blocks the human USP1/UAF1 deubiquitinase complex. O94782. recombinant USP1/UAF1, Ub-Rhodamine cleavage fluorescence. Potency, µM (highest dose often 57.1 µM), for inactives: top-dose activity change, negative = inhibition, most hits filed as inhibitors. 0.23% of 390,000 active. AID 743255; further: potency means the concentration at half of the fitted maximal effect; on the % scale 0 is the no-effect control and ±100 the full control effect; nearly all actives have a fitted effect of over 60% in size; inactives centre near -12
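High-throughput fluorogenic screen: 1nM USP1/UAF1 complex, Ub-Rho substrate 150nM final, 50mM HEPES pH 7.8 with 0.5mM EDTA, 0.1 mg/ml BSA, 1mM TCEP and 0.01% Tween-20.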
TrxR1 substrate: substrates of rat thioredoxin reductase 1 | O89049 | 0.01% of 390,000 active | Potency, µM (top dose mostly 114 µM), for inactives: at the top dose activity change, negative = substrate turnover | purified TrxR1 substrate turnover, NADPH consumption readout; further: potency means the concentration at half of the fitted maximal effect; on the % scale 0 is the no-effect control and ±100 the full control effect; nearly all actives have a fitted effect of over 50% in size
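Rat TrxR1, dispensed at 90 nM, was prereduced with 400 uM NADPH (final) for 5 min at ~22 deg C, then incubated with compound 15 min before 400 uM selenite. A first-read NADPH fluorescence drop versus no-compound background flagged substrates.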
PI4K2A block: PI4K2A (human) kinase inhibition. activity change, negative = inhibition, % at 76.9 µM. 0.13% of 420,000 active. Q9BTU6. purified PI4K2A, ADP-Glo luminescence, 1 h; stronger effect = lower value; in the data active means activity change below about -50%; inconclusive means mostly about -30% to -49%;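 further: -100% = wells without enzyme as full effect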
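Compounds are screened against recombinant PI4K2A using PI as substrate and ATP, the latter dispensed at 300 microM. Reactions run one hour at ambient temperature before ADP-Glo detection; full inhibition defined by wells lacking enzyme.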
TRHR ag: activates the human TRH receptor. AID 493084. TRHR cells, calcium flux fluo-8, FDSS agonist mode. 0.18% of 360,000 active. activation, % at 2 µM; in the data active means activation above about 30%; further: 0% is about no effect
Target sequence (P34981 whole entry, looked up): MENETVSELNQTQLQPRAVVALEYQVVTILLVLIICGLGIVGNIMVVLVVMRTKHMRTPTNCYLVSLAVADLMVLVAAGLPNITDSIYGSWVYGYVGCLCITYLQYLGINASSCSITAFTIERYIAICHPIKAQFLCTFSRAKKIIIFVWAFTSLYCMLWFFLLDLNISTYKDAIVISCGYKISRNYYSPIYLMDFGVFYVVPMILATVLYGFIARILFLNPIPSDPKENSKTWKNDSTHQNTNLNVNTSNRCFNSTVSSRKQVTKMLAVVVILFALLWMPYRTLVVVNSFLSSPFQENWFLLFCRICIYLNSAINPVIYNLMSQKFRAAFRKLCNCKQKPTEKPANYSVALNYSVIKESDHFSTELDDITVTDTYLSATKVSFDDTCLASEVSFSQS
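Fluo-8-loaded TRHR cells; 10 s baseline, compound added, kinetic Ca2+ fluorescence read 1/s, agonist mode.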
TRHR PAM: allosterically enhances the human TRH receptor. AID 493056. TRHR cells, fluo-8 calcium fluorescence, EC20 TRH enhancement. P34981. 0.66% of 360,000 active. enhancement, % at 2 µM; in the data active means enhancement above about 30%; further: 0% is about no effect
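Enhancer read-out: after compound pinning and an initial kinetic agonist-mode read, an EC20 of TRH (10 nM final) was injected and fluo-8 calcium signal (Ex 480/Em 530) followed at 1 s/cycle for 100 cycles in TRHR-expressing cells.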
The depositor's hits bear a star; ? = inconclusive; . = no result given; & = joins results of further samples; [ ] = remark or other dose. Unless noted, the call rests on the fitted dose curve; in most records, active means well fitted inhibition curve with a large enough effect; inconclusive means small, poorly fitted or top-dose-only effect; inactive means no such curve, though single readings can be large or run the other way. An unsorted share of the library (roughly 3.9% active in at least one column).

canonical_smiles,IDH1 R132H inh,rTrxR1 inhibitor,D2 ag,D2 antag,USP1-UAF1 inh,TrxR1 substrate,PI4K2A block,TRHR ag,TRHR PAM
Cc1ccc(C(=O)NCC(=O)N(C)CC(=O)Nc2c(Cl)cccc2Cl)s1,-1.5%,15.1%,0.2,2.1,0.1%,4.2%,4.9,-0.1,18.3
Cc1cc(OC(=O)c2ccc(OC(C)C)cc2)c([N+](=O)[O-])c(=O)[nH]1,8.0%,1.2%,1.1,-10.8,-22.3%,-6.0%,4.7,-0.2,-11.8
CCc1nc2ccc(C(=O)NCc3ccc(C)o3)cc2nc1CC,-6.2%,9.5%,-2.1,-37.9,-15.9%,-1.6%,2.5,1.7,4.3
CC1(C)CC(=O)C2=C(C1)N(CCN1CCOCC1)C1=C(C(=O)CC(C)(C)C1)C2c1cccc(F)c1,10.3%,-30.4%,1.1,-25.6,-9.0%,69.2%[activator],5.3,0.4,-0.2
CCC(C)NC(=O)CN(c1ccc2c(c1)OCO2)S(=O)(=O)c1c(C)n[nH]c1C (stereo not given),6.7%,1.9%,1.3,-0.2,-7.4%,1.3%,2.1,-0.3,3.9
O=C(NCCSc1ccccn1)c1ccc(Cl)cc1,-15.5%,-4.1%,.,.,-11.6%,-4.9%,6.2,-0.7,-4.4
CCOC(=O)c1c(S(=O)(=O)NCC(=O)NCc2ccccc2)c(C)n(C)c1C,-6.2%&-16.0%,0.6%,0.0&0.1,7.6,-13.4%&-17.0%,-2.7%,-0.5&-0.5,-0.3&0.1,-7.4&0.0
O=C(O)c1ccc2c(c1)C(=O)N(Cc1ccco1)C2=O,6.3%,6.1%[57.1 µM],-0.5,-8.2,-24.5%,-3.6%[57.1 µM],2.1,0.5,16.6
COC(=O)c1cnn(-c2nc(-c3ccccc3)cs2)c1N,2.9%,13.9%,-2.3,-14.0,-9.6%,10.9%[57.1 µM],4.8,-1.5,9.5
COC(=O)c1ccc(-c2noc(CN(C)CC3CCCCO3)n2)cc1 (stereo not given),-2.9%,10.1%,0.6,-11.0,0.2%,4.7%,1.6,-0.3,2.8
Nc1ncc([N+](=O)[O-])cc1Br,4.0%,?,0.8,-6.1,-12.0%,-7.8%,0.9,0.5,2.7
CCCC1NC(=O)NC(C)=C1C(=O)OCC (stereo not given),7.0%,-8.0%[57.1 µM],.,.,-10.8%,6.7%[57.1 µM],2.1,0.0,4.1
CCOc1ccc(C2C(C(=O)OC)=CN(C(C)c3ccccc3)C=C2C(=O)OC)cc1 (stereo not given),-0.7%,70.6%[activator],-1.2,-15.1,-14.8%,111.6%[activator],-1.8,0.9,-7.9
CC(=O)c1cccc(N(C(=O)CNC(=O)c2cccs2)C(C(=O)NCC2CCCO2)c2ccccc2)c1 (stereo not given),-6.7%,13.6%,0.9,-5.8,-7.9%,3.9%,-1.4,0.3,-0.4
CC1CC(C)CN(S(=O)(=O)CCNC(=O)c2ccc3c(c2)OCO3)C1 (stereo not given),-11.9%,9.0%[57.1 µM],0.8,-10.1,-13.6%,6.3%[57.1 µM],1.4,0.1,21.7

Compound profiles, as listed above.
CCc1nc2ccc(C(=O)NCc3ccc(C)o3)cc2nc1CC in the list: IDH1 R132H inh: -6.2%; rTrxR1 inhibitor: 9.5%; D2 ag: -2.1; D2 antag: -37.9; USP1-UAF1 inh: -15.9%; TrxR1 substrate: -1.6%; PI4K2A block: 2.5; TRHR ag: 1.7; TRHR PAM: 4.3
O=C(NCCSc1ccccn1)c1ccc(Cl)cc1 in the list: IDH1 R132H inh: -15.5%; rTrxR1 inhibitor: -4.1%; D2 ag: .; D2 antag: .; USP1-UAF1 inh: -11.6%; TrxR1 substrate: -4.9%; PI4K2A block: 6.2; TRHR ag: -0.7; TRHR PAM: -4.4
CC1(C)CC(=O)C2=C(C1)N(CCN1CCOCC1)C1=C(C(=O)CC(C)(C)C1)C2c1cccc(F)c1 in the list: IDH1 R132H inh: 10.3%; rTrxR1 inhibitor: -30.4%; D2 ag: 1.1; D2 antag: -25.6; USP1-UAF1 inh: -9.0%; TrxR1 substrate: 69.2%[activator]; PI4K2A block: 5.3; TRHR ag: 0.4; TRHR PAM: -0.2

Given as labelled records: 2 of the compounds above.
O=C(NCCSc1ccccn1)c1ccc(Cl)cc1
  IDH1 R132H inh: -15.5%; rTrxR1 inhibitor: -4.1%; D2 ag: .; D2 antag: .; USP1-UAF1 inh: -11.6%; TrxR1 substrate: -4.9%; PI4K2A block: 6.2; TRHR ag: -0.7; TRHR PAM: -4.4

CCOC(=O)c1c(S(=O)(=O)NCC(=O)NCc2ccccc2)c(C)n(C)c1C
  IDH1 R132H inh: -6.2%&-16.0%; rTrxR1 inhibitor: 0.6%; D2 ag: 0.0&0.1; D2 antag: 7.6; USP1-UAF1 inh: -13.4%&-17.0%; TrxR1 substrate: -2.7%; PI4K2A block: -0.5&-0.5; TRHR ag: -0.3&0.1; TRHR PAM: -7.4&0.0

Next section.
canonical_smiles,IDH1 R132H inh,rTrxR1 inhibitor,D2 ag,D2 antag,USP1-UAF1 inh,TrxR1 substrate,PI4K2A block,TRHR ag,TRHR PAM
CCCOc1ccc(/C(O)=C2/C(=O)C(=O)N(CCCn3ccnc3)C2c2cccnc2)cc1 (stereo not given),2.5%,-16.9%,1.9,-1.3,-2.0%,-6.0%,-5.4,0.4,-2.2
CCOC(=O)c1c(NC(=O)c2ccc(S(=O)(=O)N(CC(C)C)CC(C)C)cc2)sc2c1CCN(CC)C2,-3.3%,8.2%[57.1 µM],-0.1,.,?,-4.8%[57.1 µM],6.5,16.2,-4.0
CN(C)S(=O)(=O)c1ccc(N2CCCC2)c(C(=O)Nc2ccccc2F)c1,0.7%,9.9%,-0.2,2.9,-24.2%,-0.2%,2.7,-0.1,1.6
COc1ccc(NC2=Nc3cccc4cccc2c34)cc1OC,8.6%,2.7%,1.3,-12.8,-26.1%,-2.3%,2.2,1.3,1.5
CCOc1ccc(N2CC(NC(=O)C(=O)c3c[nH]c4ccccc34)CC2=O)cc1 (stereo not given),-8.3%,-3.5%[57.1 µM],0.2,.,?,-9.3%[57.1 µM],-4.7,-0.1,-3.0
Cn1cc(CCCC(=O)NCc2ccccc2)c2ccccc21,15.8%,-0.3%,0.1,6.4,-18.6%,0.4%,-3.5,-0.7,-5.6
CCCCNC(=O)Cn1c(-c2ccc(OC)cc2)noc1=O,4.4%,19.1%,0.7,8.4,0.3%,9.1%,4.8,0.2,-0.6
CCOC(=O)C(NC(=O)CC)(Nc1ccccc1)C(F)(F)F (stereo not given),-0.3%,-6.9%,0.8,-8.5,-4.1%,-0.4%,-3.7,1.0,10.5
O=C(Nc1ccc(Br)cc1)Nc1cnccn1,0.0%,26.5%,1.1,-7.4,-22.3%,4.4%,1.1,0.1,-6.1
CCn1c2ccccc2c2nnc(SCC(=O)NCc3cccs3)nc21,3.0%,22.3%[57.1 µM],-0.2,1.6,-11.5%,3.4%[57.1 µM],2.7,-0.5,5.1
O=S(=O)(Nc1ncnc2sc3c(c12)CCC3)c1cc(F)ccc1F,-10.7%,9.9%,.,.,-19.7%,5.2%,0.0,0.2,4.1
CCCCOC(=O)Nc1ccc(N(C)C)cc1,8.0%,-8.9%,-2.1,-4.9,-13.9%,-5.4%,-1.0,-0.1,-2.1
Cc1cccc(C(=O)NCC(=O)OCc2cc(=O)n3nc(C4CCCCC4)sc3n2)c1,12.8%,18.2%[57.1 µM],0.5,.,?,3.9%[57.1 µM],1.2,-0.8,-18.3
COc1cccc(NS(=O)(=O)c2cn(C)c(=O)n(C)c2=O)c1,9.2%,3.6%[57.1 µM],-0.4,-2.7,8.3%,7.6%[57.1 µM],-2.8,-0.1,2.4
CCc1nc2oc3ccc(C)cc3c(=O)c2cc1C(=O)OC,6.1%,9.9%[57.1 µM],-0.2,2.7,-14.8%,9.3%[57.1 µM],-0.3,-0.5,-2.3

canonical_smiles,IDH1 R132H inh,rTrxR1 inhibitor,D2 ag,D2 antag,USP1-UAF1 inh,TrxR1 substrate,PI4K2A block,TRHR ag,TRHR PAM
CCc1cccc(-n2c(=O)c3cccnc3n2CC(=O)Nc2ccccc2C(=O)OC)c1,15.8%,12.1%[57.1 µM],.,.,?,7.0%[57.1 µM],-3.9,0.3,-2.5
Cc1nn(C(C)C(=O)NCCCN2CCCCCC2)c(=O)c2c1sc1ccccc12 (stereo not given),0.7%,50.1µM*,-0.3,-0.6,-23.1%,1.5%,8.5,-0.7,1.8
Cc1cc(C)c(C(=O)Nc2ccc(Br)c(C(F)(F)F)c2)c(C)c1,7.4%,-7.2%,0.7,-11.1,-17.3%,-5.3%,-2.1,-0.7,-2.1
C[C@H]1CCC/C=C/[C@@H]2C[C@H](O)C[C@H]2[C@H](O)[C@H](S(=O)c2ccc(O)cc2)CC(=O)O1 (stereo not given in full),19.1%,48.5%[activator],.,.,-10.0%,-11.1%,-6.6,.,.
Cc1cc(C)c(NC(=O)CS(=O)CC(=O)NCCCc2ccccc2)c(C)c1 (stereo not given),0.8%,0.0%,-1.0,-11.8,7.7%,-3.6%,1.0,-0.7,5.6
CCN1CCN(C(=O)c2ccc3c(c2)N(Cc2ccccc2F)C(=O)c2ccccc2S3(=O)=O)CC1,0.0%&1.5%,-5.6%&32.4%,0.2&3.3,1.0,-16.5%&-16.9%,-7.0%&4.0%,1.3&2.0,-0.2&-0.3,-0.8&-2.5
O=C(NCCCn1ccnc1)Nc1ccc(Cl)c(Cl)c1,2.6%,7.3%,0.3,-2.1,-12.5%,-3.2%,7.8,0.6,2.1
COc1ccc(-c2cc(-c3n[nH]c(=S)n3-c3cccc4ccccc34)[nH]n2)cc1,2.7%,-0.3%[57.1 µM],-0.3,4.9,-17.4%,9.9%[57.1 µM],-0.5,0.7,-0.4

Source: PubChem BioAssay
